# AmpC inh detg – blocks E. coli AmpC beta-lactamase in detergent assay. P00811. AmpC hydrolysis of nitrocefin, absorbance 480 nm, 0.01% Triton. Potency, µM (top dose mostly 114 µM), for the others: at the top dose activity change, negative = inhibition, actives largely listed as inhibitors. 370,000 compounds, 0.041% hits;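 note: potency is the fitted concentration of half-maximal effect; 0% = no-compound wells and -100% = no-enzyme wells; nearly all actives have a fitted effect of over 25% in size; some results filed as inactive show a strong effect at the top dose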
# Target sequence (P00811 whole entry, looked up): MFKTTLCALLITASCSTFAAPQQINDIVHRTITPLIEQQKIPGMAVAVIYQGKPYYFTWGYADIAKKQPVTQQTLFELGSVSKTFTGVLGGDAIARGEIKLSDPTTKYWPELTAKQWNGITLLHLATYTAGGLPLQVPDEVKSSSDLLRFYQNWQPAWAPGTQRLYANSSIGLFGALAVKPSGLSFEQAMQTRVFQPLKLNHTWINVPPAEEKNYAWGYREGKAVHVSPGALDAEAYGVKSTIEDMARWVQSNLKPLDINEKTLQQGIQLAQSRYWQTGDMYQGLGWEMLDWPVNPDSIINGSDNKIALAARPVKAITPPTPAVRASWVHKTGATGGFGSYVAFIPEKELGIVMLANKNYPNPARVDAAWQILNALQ
#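 20 mM phosphate pH 7.0 + 0.01% (detergent screen) or 0.0001% Triton X-100; 5.3 nM AmpC reagent; cpd preinc 15 min RT; nitrocefin (800 uM stock) to start; A480 q20 s × 4 min; Activity was normalised to no-enzyme and no-compound control wells.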
# HCMV inh – human cytomegalovirus inhibition | activity change, negative = inhibition, % at 57.5 µM | HFF cells, HCMV-luciferase reporter, 72 h; active compounds read low | 410,000 compounds, 4.5% hits | AID 1259415; in the data active = activity change below about -60%; inconclusive = no clear call, values can overlap the other calls; inactive = above about -39%
#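 Inhibition of viral replication was scored as loss of reporter luminescence in HFFs infected with HCMV-luciferase (MOI 1 PFU/cell) for 72 h; compounds tested at 2 doses, normalized to buffer and Salinomycin controls.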
# Giardia FBPA inh – blocks Giardia fructose-bisphosphate aldolase activity. A8B2U2. purified Giardia FBPA. Potency, µM (highest dose often 59.6 µM), without a hit: at the highest dose activity, negative = inhibition, actives largely listed as inhibitors. 290,000 compounds, 0.71% hits. AID 2451; note: potency is the fitted concentration of half-maximal effect; nearly all actives have a fitted effect of over 55% in size
# Target sequence (A8B2U2 whole entry, looked up): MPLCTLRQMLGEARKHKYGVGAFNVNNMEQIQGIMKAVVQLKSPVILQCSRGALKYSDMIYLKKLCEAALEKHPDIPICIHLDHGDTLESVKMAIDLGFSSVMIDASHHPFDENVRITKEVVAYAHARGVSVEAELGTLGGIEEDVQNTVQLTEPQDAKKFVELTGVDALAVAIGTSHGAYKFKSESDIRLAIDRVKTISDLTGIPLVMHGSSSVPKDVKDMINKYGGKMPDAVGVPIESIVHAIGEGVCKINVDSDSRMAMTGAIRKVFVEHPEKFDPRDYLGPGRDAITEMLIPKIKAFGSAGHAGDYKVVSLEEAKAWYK
#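 40 nM FBPA preincubated 10 min at RT with compound (up to 57.5 uM final), then substrate plus GAPDH/TPI/NAD/arsenate coupling and diaphorase/resazurin added. Fluorescence read after 20 min at RT, 525/598 nm.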
# AMA1 RON2 block – AMA1-RON2 (P. falciparum) interaction inhibition. AlphaScreen AMA1-biotinylated RON2 peptide binding. 360,000 compounds, 0.2% hits. AID 720542. Potency, µM (doses to about 58.2 µM), inactives show at the top dose activity change, negative = inhibition, most hits filed as inhibitors;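 note: potency is the fitted concentration of half-maximal effect; 0% = vehicle wells and -100% = peptide control; nearly all actives have a fitted effect of over 45% in size; some results filed as inactive show a strong effect at the top dose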
#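 AMA1 (3D7) with his tag at 25 nM final met compounds first, then biotinylated RON2 peptide at 25 nM; detection used donor plus acceptor beads, 10 µg/mL apiece, read by AlphaScreen after 30 min at room temperature.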
# Sm TGR inh – blocks Schistosoma mansoni thioredoxin glutathione reductase; Q962Y6; purified TGR, DTNB reduction, TNB absorbance 405 nm; Potency, µM (series often up to 114 µM), for inactives: at the top dose activity change, negative = inhibition, hits mostly inhibitors; 360,000 compounds, 3% hits; AID 485364; note: potency is the fitted concentration of half-maximal effect; nearly all actives have a fitted effect of over 60% in size
#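 Kinetic colorimetric format: TGR-catalysed, NADPH-driven DTNB reduction monitored via TNB absorbance. Enzyme dispensed at 20 nM; compound exposure 15 min at room temperature before reaction start.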
# AmpC no deterg – inhibitors of E. coli AmpC beta-lactamase without detergent. AmpC nitrocefin hydrolysis, absorbance 480 nm, 0.0001% Triton. Potency, µM (top dose mostly 57.1 µM), for the others: at the highest dose activity change, negative = inhibition, usual class: inhibitors. 330,000 compounds, 0.52% hits;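 note: potency is the fitted concentration of half-maximal effect; plate controls were no compound for no effect and no enzyme for full effect; nearly all actives have a fitted effect of over 20% in size; some results filed as inactive show a strong effect at the top dose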
#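 20 mM phosphate pH 7.0 + 0.01% (detergent screen) or 0.0001% Triton X-100; 5.3 nM AmpC reagent; cpd preinc 15 min RT; nitrocefin (800 uM stock) to start; A480 q20 s × 4 min; Activity was normalised to no-enzyme and no-compound control wells.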
# Active calls of the source: *; ? = inconclusive; · = no result given; [ ] = dose if it differs, or a comment. Unless noted, calls come from the whole dose curve; as a rule, active = well fitted curve in the direction sought with a large enough effect; inconclusive = small, poorly fitted or top-dose-only effect, or another doubt; inactive = no such curve, though single readings can be large; an effect the other way counts as inactive or inconclusive. Unless noted, % is set by controls: 0 for no effect and ±100 for the full control effect. An unsorted share of the library, and some 7.8% of all compounds hit somewhere here.
Compound	Giardia FBPA inh	AMA1 RON2 block	AmpC no deterg	AmpC inh detg	Sm TGR inh	HCMV inh
COC(=O)[C@@]1(Cc2ccc(F)cc2)[C@H]2c3cc(C(=O)N4CCCC4)n(Cc4ccc(OC(F)(F)F)cc4)c3C[C@H]2CN1C(=O)c1ccccc1	-5.5%	-8.4%	·	·	·	?
Cc1ccc(Cl)c(NC(=O)CSc2cccc[n+]2[O-])c1Cl	·	-7.6%	-9.3%	·	·	-2.7
CC1(C)CC(=O)C2=C(C1)OC(N)=C([N+](=O)[O-])C2c1ccc(F)cc1 (stereo not drawn)	0.3%	11.6%	-28.1%	2.6%	-21.7%	17.9
Cc1c(C(=O)O)oc2c1C(=O)CC(C)(C)C2	7.9%	-7.2%	129.8%[activator]	-1.9%	-4.6%	-34.0
CSCCC(NC(=O)c1ccccc1Cl)C(=O)N(C)CC(=O)Nc1ccc(N2CCOCC2)cc1 (stereo not drawn)	·	1.0%	3.5%	-17.6%	-11.7%	6.1
Cc1ccc(S(=O)(=O)NC(C)CCc2ccccc2)cc1 (stereo not drawn)	-0.3%	5.6%	-17.1%	1.9%	7.0%	74.0
COc1nc2ccc(C)cc2cc1-c1noc(-c2cccnc2)n1	-0.2%	6.8%	-6.2%	-5.4%	6.8%	-20.7
O=C(Cn1c(=O)c2cccn2c2ccccc21)NCc1cccc(F)c1	·	1.3%	-28.6%	7.0%	3.9%	?
O=c1[nH]c(=O)n([C@H]2C[C@H](O)[C@@H](CO)O2)cc1C(F)(F)F	1.9%	-0.8%	-18.3%	-9.4%	-9.3%	-1.2
COc1ccc(Nc2ncc3c(n2)CC(c2ccc(C)cc2)CC3=O)cc1 (stereo not drawn)	·	7.3%	-13.4%	-13.1%	10.6%	1.9
CCc1c(C)sc2c1CCN(Cc1cccc(F)c1)C2c1ccccc1 (stereo not drawn)	·	·	·	2.8%	-4.9%	-78.0*
Cc1ccc(S(=O)(=O)N/N=C/c2cccn2-c2ccc(Cl)cc2)cc1	7.2%	-16.5%	-50.2%	-6.8%	-31.7%	-22.4
COc1ccc(CCNC(=O)C2CCN(S(=O)(=O)c3ccc(OC)c(OC)c3)CC2)cc1	0.8%	11.9%	70.3%[activator]	1.1%	-21.6%	-30.5
O=C1CN(C(=O)COC(=O)c2ccco2)c2ccccc2N1	·	1.3%[11.6 µM]	-18.6%	?	-1.1%	71.2
Cc1ncc([N+](=O)[O-])n1CCOC(=O)NC(NCc1ccccc1)C(Cl)(Cl)Cl (stereo not drawn)	1.8%	13.4%	2.6%	-6.8%	5.9%	-25.4
CC(C)CC(NC(=O)/C(=C/c1ccco1)NC(=O)c1ccc(Br)o1)C(=O)O (stereo not drawn)	-25.3%	37.3%[activator]	-26.9%	-5.9%	44.7µM*	68.1
O=S(=O)(NCCc1nnc2ccc(SCc3cccnc3)nn12)c1ccccc1	5.4%	1.7%	-8.3%	1.7%	-0.4%	52.6
Cc1n[nH]c(=S)n1/N=C/c1ccc(OCc2ccc(Cl)cc2Cl)cc1	-1.0%	43.5%[activator]	-28.0%	?	0.4%	17.6
COC(=O)C1=NN[C@H](C(=O)OC)[C@H]1c1ccccc1	3.6%	-0.3%	-1.4%	?	2.6%	-5.0
CC1CCc2c(sc3nnn(CC(=O)Nc4ccc(Cl)cc4)c(=O)c23)C1 (stereo not drawn)	·	·	·	0.0%	19.7%	1.1
COc1cc(NC(=O)c2cc(-c3cccc(O)c3)on2)cc(OC)c1OC	-4.0%	-2.3%	-23.5%	-7.0%	-32.7%	41.0
O=P(O)(O)Oc1ccccc1P(=O)(c1ccccc1)c1ccccc1	-27.8%	0.0%	-9.2%	-3.5%	0.9%	-5.7
Cc1ccc(-n2c(C)cc(C3N=C(N)Nc4nc5ccccc5n43)c2C)c(C)c1 (stereo not drawn)	6.8%	0.6%	-3.1%	-3.3%	-13.6%	-35.5
O=C(CCc1nnc(CCCCc2ccccc2)o1)NCCn1cccn1	2.4%	1.7%	18.4%	1.1%	-8.9%[57.1 µM]	71.4
COc1ccc(-c2nc(Cn3c(SCc4cccc(Cl)c4)nc4ccncc43)c(C)o2)cc1	·	·	·	15.4%	-19.6%	-25.1
COC(=O)C(Cc1ccc(O)cc1)NC(=O)NC12CC3CC(CC(C3)C1)C2 (stereo not drawn)	7.4%	11.3%	-35.7%	-5.7%	-15.9%	36.1
CCOC(=O)C1(CCCc2ccccc2)CCN(C(=O)CCN2CCCCC2=O)CC1	0.0%	14.6%	212.6%[activator]	7.1%	0.0%	-9.0
O=C1c2ccccc2C(O)(c2ncc[nH]2)N1CCc1ccccc1 (stereo not drawn)	-10.0%	26.9%	-13.1%	4.4%	2.2%	15.2
Cc1cccc(C)c1OC(=O)CSc1nnc(CNC(=O)c2ccccc2)o1	·	·	·	3.6%	-6.5%	3.7
CCC(=O)Nc1cccc(-c2csc(-c3ccccc3)n2)c1	0.5%	12.4%	-3.7%	-16.7%	-1.0%	-10.8
CCCC(=O)Nc1cccc(C(=O)Nc2ccccc2OCC)c1	0.5%	·	-4.7%	2.4%	·	-22.8
Cc1ccccc1N(CC(=O)NCc1ccco1)C(=O)CCC(=O)Nc1nccs1	-0.5%	6.2%	-3.9%	6.3%	0.0%	?
CCCc1nnc(NC(=O)CCC(=O)NC2CCCCC2)s1	2.1%	-1.8%	-23.9%	-4.8%	-4.5%	-21.1
Cc1ccc(OCC(=O)Nc2ccc3c(c2)nc(CCN2CCN(C)CC2)n3C)cc1	5.2%	66.3%[activator]	5.2%	-11.7%	0.0%	-22.2
COc1ccc(S(=O)(=O)NNC(N)=S)cc1	9.98µM*	63.0%[activator]	-30.2%	?	5.3%	15.2
COc1cccc(C(=O)OC2CCN(C)CC2)c1	-7.2%	-1.9%	-4.4%	5.2%	8.5%	-34.0
C/C(CC(=O)NC(C)(C)C)=N\NC(N)=S	?	26.2%	-10.8%	3.9%	7.4%	-18.7
CCC(=O)Nc1ccc(C(=O)OCC(=O)c2ccc(C)c([N+](=O)[O-])c2)cc1	·	-12.4%	-32.5%	?	5.0%	-22.2
Cc1nc2cc(C(=O)NCc3cccnc3)ccc2n1-c1ccc(F)cc1F	2.0%	7.2%	8.9%	-5.3%	-8.5%	15.0
O=C(CCCN1C(=O)c2ccccc2C1=O)Nc1nncs1	0.7%	11.5%	-20.0%	-11.5%	-25.6%	-11.1
CCN(CC)S(=O)(=O)c1ccc(N/N=C(\C)c2ccncc2)nc1	-17.6%	12.1%	-10.9%	-5.3%	-0.7%	13.0
COc1ccc(Cl)cc1C(=O)O/N=C(\N)c1ccncc1	9.7%	5.6%	23.3%	-2.5%	12.5%	40.1
O=C(Cc1ccccc1[N+](=O)[O-])NC1CC1	3.5%	2.0%	-26.8%	2.2%	-3.5%	-10.3
COc1ccc(CCNC(=O)CSc2nc3ccccc3c3nc(CCN4CCCCC4)nn23)cc1OC	-3.9%	-7.8%	-0.5%	-2.5%	2.3%	16.9
CN1OC2C(=O)N(c3ccccc3)C(=O)C2C1c1ccc(F)cc1 (stereo not drawn)	3.4%	11.0%	67.3%[activator]	-0.2%	-1.9%	21.1
Cc1nc2ccccc2c2oc(C(=O)N3CCCC(C)C3)cc12 (stereo not drawn)	-1.8%	-1.7%	66.9%[activator]	-10.6%	-13.2%	0.2
O=S1(=O)CC=C(CSC(=S)NC2CCS(=O)(=O)C2)C1 (stereo not drawn)	?	13.8%	-4.3%	0.9%	·	33.8
COc1ccc(CCNC(=O)C(C(=O)c2ccccc2)n2cc(Cl)ccc2=O)cc1OC (stereo not drawn)	8.6%	4.3%	-17.5%	-9.8%	-0.1%	7.7

# Three compounds already listed, ordered by SMILES length, low to high.
Compound	Giardia FBPA inh	AMA1 RON2 block	AmpC no deterg	AmpC inh detg	Sm TGR inh	HCMV inh
O=S1(=O)CC=C(CSC(=S)NC2CCS(=O)(=O)C2)C1 (stereo not drawn)	?	13.8%	-4.3%	0.9%	·	33.8
Cc1nc2cc(C(=O)NCc3cccnc3)ccc2n1-c1ccc(F)cc1F	2.0%	7.2%	8.9%	-5.3%	-8.5%	15.0
CCC(=O)Nc1ccc(C(=O)OCC(=O)c2ccc(C)c([N+](=O)[O-])c2)cc1	·	-12.4%	-32.5%	?	5.0%	-22.2

# Next compounds follow:
Compound	Giardia FBPA inh	AMA1 RON2 block	AmpC no deterg	AmpC inh detg	Sm TGR inh	HCMV inh
CC1CCCN(S(=O)(=O)c2ccc(NC(=O)C3CC(=O)N(C(C)(C)C)C3)cc2)C1 (stereo not drawn)	·	4.4%	57.1%	-6.3%	2.0%	-23.1
COc1ccc(NC(=O)CSc2nc(N)c(C#N)cc2C#N)cc1	-1.7%	33.8%[activator]	-22.5%	-0.9%	-6.6%	17.6
C=C1C(=O)O[C@@H]2C[C@@H](C)[C@H]3C=CC(=O)[C@]3(O)C[C@@H]12	7.5%	-10.2%	18.9%	2.7%	35.5µM*	?
CC1CN(S(=O)(=O)c2cc(C(=O)N(C)Cc3cccs3)ccc2Cl)CC(C)O1 (stereo not drawn)	·	8.3%[11.6 µM]	61.5%[activator]	·	·	-31.0
CCn1c(SCC(=O)N2CCCC2)nc2ccccc2c1=O	9.6%	-0.7%	4.6%	-10.2%	-10.2%	-18.9
O=c1c(Cl)c(NCCCO)cnn1-c1nc2ccccc2[nH]1	-1.1%	9.5%	-3.4%	5.5%	8.91µM*	-98.2*
CCOc1cc(-c2nc(-c3ccc(Br)cc3)no2)cc(OCC)c1OCC	·	·	·	1.1%	12.7%	-14.8
COc1ccc(S(=O)(=O)NNC(=O)Nc2ccccc2OC)c(OC)c1	6.9%	3.5%	-14.3%	-5.0%	0.0%	16.2
O=C(CSc1nnc(CNC(=O)c2ccc(F)cc2)o1)NCc1ccccc1	14.5%	3.5%	-20.8%	-3.0%	7.2%	59.1
COc1cccc(NC(=O)COc2c(F)c(F)c(C(F)(F)F)c(F)c2F)c1	-5.3%	27.4%	-15.7%	-10.0%	8.1%	21.3
COc1ccc(/C(C)=N/Nc2cccc(C(=O)O)c2)cc1OC	-3.1%	13.5%	-27.1%	1.1%	?	175.5
Cc1cccc(Cn2c(SCc3ccc(C(=O)NCc4ccccc4)cc3)nc3cccnc32)c1	·	·	·	15.9%	0.6%	-15.9
CC1CN(C(=O)c2cc(S(=O)(=O)N3CCN(c4ccccc4)CC3)ccc2Cl)CC(C)O1 (stereo not drawn)	·	-15.0%	78.2%[activator]	-7.4%	2.8%	-35.0
O=C(NC1CCCc2ccccc21)C(Cc1ccccc1)NS(=O)(=O)c1cccs1 (stereo not drawn)	7.7%	15.1%	-52.2%	-6.3%	-16.7%	?
Cc1ncc(CO)c(/C=N/Nc2cccc(Cl)n2)c1O	19.9%	63.8%[activator]	-4.9%	1.0%	-10.9%	87.8
Cc1cccc(OCCNS(=O)(=O)c2ccc(Cl)cc2)c1	·	1.3%	-22.7%	?	-3.9%	-24.0
